# H9c2 TAG inh: reduces triacylglycerol accumulation in H9c2 cells. 230,000 compounds, 0.66% hits. inhibition, % at 12.5 µM. Nile Red lipid (TAG) fluorescence; cells loaded with 200 µM oleic acid;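 active = pattern-corrected inhibition of lipid staining of at least 50% with the nuclear-stain viability signal not falling by more than 50%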;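 note: 0% = DMSO wells and 100% = triacsin C control wells; some results filed as inactive read as strong as hits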
# H9c2 TAG inh DAPI viability: also measured in H9c2 TAG inh; calls as there; DAPI nuclei signal change (viability), lower = more cytotoxic, %;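 whole-well DAPI fluorescence read on a plate reader as a viability signal; minus 50 percent equals half of cells still viable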
# The depositor's hits bear a star; & = joins results of further samples.
SMILES,H9c2 TAG inh,H9c2 TAG inh DAPI viability
O=C(NC1CCCC1)C(c1ccc(N2CCOCC2)cc1)N(Cc1ccco1)C(=O)c1ccco1 (stereo not given),-1,-5
CN(CC(=O)Nc1ccc(N2CCOCC2)cc1)C(=O)CSc1ccc(F)cc1,9,1
CNC(=S)N(CCc1c(C)[nH]c2ccc(OC)cc12)Cc1cc(OC)c(OC)c(OC)c1,15,0
CC(C)(C)C(=O)Nc1ccc(C(=O)COC(=O)c2ccccn2)cc1,3,3
C=CCNc1nc(NCCCN2CCCC2=O)c2sc(-c3ccccc3)cc2n1,25,-21
Cc1ccc2nc(SCC(=O)NCCCN3CCCC3=O)[nH]c2c1,2,3
CCOC(=O)C1CCCN(C(=O)c2ccc(S(=O)(=O)NCc3ccco3)cc2)C1 (stereo not given),-15,4
CSc1ncccc1C(=O)OCC(=O)c1ccc(S(=O)(=O)N2CCCCC2)cc1,-8,4
Cc1ccc(Nc2nc(N)nc(CSc3nc(C)cc(C)n3)n2)cc1,41,-15
CC(O)(c1ccccc1)c1nc(-c2cccc(F)c2)cs1 (stereo not given),-16,0
Cc1noc(C)c1CC(=O)Nc1ccc2c(c1)OCO2,-9,7
CC(C)(C)NC(=O)COC(=O)c1snc(C(=O)NC2CCCCC2)c1N,12,3
Cc1ccccc1CN1[C@@H](CC2CCCCC2)COCCS1(=O)=O,-10,13
Cc1c(O)ccc(/C=N/Nc2nc(-c3cccnc3)nc3ccccc23)c1O,69*,-23*
CC(=O)c1cnc2c(-c3ccccc3)cnn2c1C,14,-8
O=C(CCn1c(=O)[nH]c2ccsc2c1=O)N1CCc2ccccc2C1,-6,0
N=C(N)SCc1cccc2ccccc12,1,1
CCN1CCN(C(c2ccccc2OC)c2nnnn2C2CCCCC2)CC1 (stereo not given),-1,3
Cc1sc2nc(CSC(C)C(=O)Nc3cc(S(C)(=O)=O)ccc3Cl)[nH]c(=O)c2c1C (stereo not given),-1,8
Cc1ccc(NC(=O)Cc2noc3ccccc23)cc1,-22,11
CC(C)c1ccc(NC(=O)CN2C(=O)NC(Cc3c[nH]c4ccccc34)C2=O)cc1 (stereo not given),25,-6
COC(=O)c1sccc1NC(=O)CSc1cccc(Cl)c1Cl,-6,3
Cc1ccc(OCCN(C)C)c([N+](=O)[O-])c1,-2,3
O=C(CC1C(=O)NCCN1Cc1ccc(-c2ccccc2)cc1)NCc1ccncc1 (stereo not given),-4,-17
CS(=O)(=O)N(CC(=O)Nc1ccccc1Sc1ccccc1)c1cccc(Br)c1,10,-7

# Part of the list above, set out differently.
Cc1sc2nc(CSC(C)C(=O)Nc3cc(S(C)(=O)=O)ccc3Cl)[nH]c(=O)c2c1C (stereo not given)
  H9c2 TAG inh = -1	H9c2 TAG inh DAPI viability = 8

Cc1ccc(NC(=O)Cc2noc3ccccc23)cc1
  H9c2 TAG inh = -22	H9c2 TAG inh DAPI viability = 11

# The list continues.
SMILES,H9c2 TAG inh,H9c2 TAG inh DAPI viability
O=C(Cn1nc(Cl)nc1Cl)c1ccc2c(c1)OCCO2,13,-14
Cc1ccc(CSCCNC(=O)CCSc2ccccc2)cc1,-12,1
Cc1cc(OCC(O)CN2CCN(C)CC2)ccc1C(C)C (stereo not given),-8&-1,2&6
O=C(NCc1nnc(SCC(=O)N2CCC(Cc3ccccc3)CC2)o1)c1ccccc1F,18,-5
CCOC(=O)c1cc(C#N)c(=S)[nH]c1C,10,-4
CCOC(=O)CNc1ccc2c(c1)OCO2,-7,-2
COc1ccc(C2CC(c3cccs3)=NN2C(=O)CSc2nc3c(cnn3-c3ccccc3)c(=O)[nH]2)cc1 (stereo not given),9,-2
CCn1ncc(C(=O)Nc2ccc(F)cc2)c1C,1,0
O=C(NC(=S)Nc1cccc(O)c1)C12CC3CC(CC(C3)C1)C2,-5,13
CCN(C[C@H]1N[C@@](Cc2ccccc2)(C(=O)OC)[C@H]2C(=O)N(Cc3ccccc3)C(=O)[C@@H]12)C(=O)Nc1ccc(F)cc1,6,-9
N#CCCn1cc(/C=N/NC(N)=S)c(-c2ccc(Br)cc2)n1,-16,-8
CCCn1c(SCC(=O)c2ccc(OC)c(OC)c2)nc2c1c(=O)n(C)c(=O)n2C,-21,8
Cc1ccc(-c2nc(C3CCN(S(=O)(=O)c4ccc(C(F)(F)F)cc4)CC3)no2)cc1,-12,0
CCN1C(=O)S/C(=C/c2ccsc2)C1=O,2,-4
CCC(=O)N=c1ccn(C2=Nc3ccccc3NC2=C(C#N)C#N)cc1,-2,2
Cc1noc(C)c1COc1ccccc1C(=O)N1CCN(S(=O)(=O)c2cccc([N+](=O)[O-])c2)CC1,-6,2
CC(C)Cc1ccc(-c2ccc3nccn3c2)cc1,-10,12
O=C(Nc1cccs1)NC1CCCC1,-1,11
CCOCCCNC(=S)N1CCC(NC(=O)C23CC4CC(CC(C4)C2)C3)CC1,-3,-5
COc1cccc(OC)c1C(=O)N1CCN(S(=O)(=O)c2ccc(C)cc2)CC1,17,-7
Cc1ccccc1NC(=O)Cn1cnc2c(oc3ccccc32)c1=O,-22,18
O=C1CC2(CCCC2)C(=O)N1CN1CCN(S(=O)(=O)c2cc(F)ccc2F)CC1,0,-3
FC(F)(F)c1cccc(NC(=S)NCC2COc3ccccc3O2)c1 (stereo not given),-8,4
COc1cc(SC)ccc1C(=O)Nc1ccc2c(c1)OCO2,-10,14
O=[N+]([O-])c1ccccc1Oc1ccc(S(=O)(=O)N2CCOCC2)cc1,4,3

# Five entries from above, with tabs:
smiles	H9c2 TAG inh	H9c2 TAG inh DAPI viability
CCN1CCN(C(c2ccccc2OC)c2nnnn2C2CCCCC2)CC1 (stereo not given)	-1	3
Cc1sc2nc(CSC(C)C(=O)Nc3cc(S(C)(=O)=O)ccc3Cl)[nH]c(=O)c2c1C (stereo not given)	-1	8
Cc1ccc(NC(=O)Cc2noc3ccccc23)cc1	-22	11
CC(C)c1ccc(NC(=O)CN2C(=O)NC(Cc3c[nH]c4ccccc34)C2=O)cc1 (stereo not given)	25	-6
COC(=O)c1sccc1NC(=O)CSc1cccc(Cl)c1Cl	-6	3

# New compounds follow.
SMILES,H9c2 TAG inh,H9c2 TAG inh DAPI viability
COc1ccc(N2CCN(C(=O)C3CCCN(S(=O)(=O)c4ccc(F)cc4)C3)CC2)cc1 (stereo not given),-29,13
CCOc1cccc(/C=N/NC(=O)CC2C(=O)NN=C2C)c1O (stereo not given),3,-5
Cc1ccc(-c2nc(C#N)c(NCCc3ccccn3)o2)cc1,6,0
COc1ccccc1OCC#CCn1ccnc1,8,-8
COc1ccc(CN2C(=O)COc3ccccc32)cc1,-4,3
NS(=O)(=O)c1ccc(CCNC(=O)CNC(=O)C2CCCCC2)cc1,-28,-11
CC(C)C[C@H]1CNC(=S)N1CC1CCN(CCC2CCCC2)CC1,-2,23
CCCC(C)NC(=O)CN(Cc1ccco1)S(=O)(=O)c1ccccc1 (stereo not given),1,-1
O=C(NCCCl)NNC(=O)c1cc2ccccc2cc1O,-11,10
CCOc1ccc(C(=O)c2nc3c(n2O)CCCCC3)cc1,0,11
COc1cc(C(=O)NCC2CCCO2)ccc1OCc1ccccc1 (stereo not given),5,-10
O=C(OCc1ccccc1)N1CCC2CC1c1c(Cl)cccc12 (stereo not given),-4,-5
COC(=O)c1nc(NC(=O)c2ccc(F)cc2)n[nH]1,9,1
CC(=O)Nc1ccccc1OCCOc1ccc(Br)cc1,-9,-4
CCOc1ccc(CC(=O)N/N=C(\C)c2cccnc2)cc1,-17,1
Cc1ccc(NC(=O)C2(c3ccccc3)CCOCC2)c([N+](=O)[O-])c1,4,0
Cc1cc(NC(=O)CCC(=O)N(c2cccc(F)c2)C(C(=O)NC2CCCC2)c2ccncc2)no1 (stereo not given),7,-5
CC1CCCCC12NC(=O)N(CC(=O)Nc1ccc(Cl)c(S(=O)(=O)N3CCOCC3)c1)C2=O (stereo not given),17,0
C[C@@H](NC(=O)Cn1ccc(N)nc1=O)c1cccc2ccccc12,-3,-1
Cc1ccccc1CN(C)C[C@H]1OCc2cnnn2CCCC(=O)N([C@@H](C)CO)C[C@@H]1C,1,-3
O=C(NC1CC1)C1Nc2ccc(OC(F)(F)F)cc2C2C=CCC12 (stereo not given),-7,3
C1CCCCCC(NCCN2CCNCC2)CCCCC1,18,3
COc1ccc(CCN(C)C(=O)CSc2nccn2C)cc1OC,-6,2
O=C(Cc1ccccc1[N+](=O)[O-])N1CCOCC1,5,-3
Cc1cc(NC(=O)COC(=O)[C@@H]2CCCN2C(=O)c2cccs2)no1,-6,6

# Complete entries as entered above. Screens in order: H9c2 TAG inh	H9c2 TAG inh DAPI viability
# Entry for O=C(OCc1ccccc1)N1CCC2CC1c1c(Cl)cccc12 (stereo not given) = -4	-5
# Entry for CCOc1ccc(C(=O)c2nc3c(n2O)CCCCC3)cc1 = 0	11
# Entry for O=C(NCCCl)NNC(=O)c1cc2ccccc2cc1O = -11	10
# Entry for CC(=O)Nc1ccccc1OCCOc1ccc(Br)cc1 = -9	-4
# Entry for COc1ccc(N2CCN(C(=O)C3CCCN(S(=O)(=O)c4ccc(F)cc4)C3)CC2)cc1 (stereo not given) = -29	13

# (list continues)
SMILES,H9c2 TAG inh,H9c2 TAG inh DAPI viability
O=C(Cc1ccccc1)NCC(=O)OC(c1ccccc1)c1ccccc1,21,-14
COc1ccc(N2CCN(CCCNC(=O)C(=O)c3c[nH]c4ccccc34)CC2)cc1,-6,35
CC(Nc1cc(N2CCNCC2)ccc1[N+](=O)[O-])c1ccccc1 (stereo not given),11,20
COc1ccc(NC(=O)CN(C)CC(=O)NCCc2ccc(F)cc2)cc1,-1,-2
CC1CCN(C2=C(NS(=O)(=O)c3ccc(Cl)cc3)C(=O)c3ccccc3C2=O)CC1,1,-3
CSCCC(C)N1CCC(Oc2ccc(C(=O)N3CCCC3)cc2)CC1 (stereo not given),9,-5
O=C(NNC(=O)C1CCN(S(=O)(=O)c2ccc(Cl)cc2)CC1)c1ccc(Cl)cc1,-20,2
Cc1c(-c2ccc(Br)cc2)[n+](=O)c2c(n1[O-])CCCCC2,17,-20
O=C(COC(=O)c1cncc(Br)c1)Nc1nc(-c2ccc(F)cc2)cs1,-7,6
CCn1c(SCC(=O)N2CCC(C)CC2)nc2c(c1=O)SCC2,-33,1
Cn1c(SCC(=O)N2CCOCC2)nc2sc3c(c2c1=O)CCCC3,24,-4
CN(Cc1ccc(OCC(O)CN(C)Cc2ccccc2)cc1)Cc1nccn1C (stereo not given),-13,12
OC(c1ccc(F)cc1)c1ncc(-c2cccc(C(F)(F)F)c2)[nH]1 (stereo not given),-26,3
CC(C)c1ccc(CC(=O)N2CCC2(C)C(=O)Nc2ccccc2)cc1 (stereo not given),-30,4
COc1ccc(CCC(=O)NCCCNC(=O)CCc2ccc(OC)cc2)cc1,12,0
O=C(COc1ccc([N+](=O)[O-])cc1)NNC(=S)NC(=O)c1ccc(Br)cc1,0,14
CN(C(=O)COn1nnc2ccc(Cl)cc21)C1CCS(=O)(=O)C1 (stereo not given),-3,1
Cn1c(SCCC#N)nnc1-c1ccccc1F,-8,11
O=C(NCc1nnc(SCC(=O)N2CCOCC2)o1)c1ccccc1,4,-4
Nc1nnc(SCC(=O)NNC(=O)c2ccc(Cl)cc2)s1,-14,-2
COc1ccc(/C=N/NC(=O)c2[nH]c3ccc(Br)cc3c2-c2ccccc2)c(C(=O)O)c1OC,1,-3
COc1cccc(CNC(=O)CCC2CCCN(C(=O)CCn3cncn3)C2)c1 (stereo not given),3,-4
O=C(NCC1CCCO1)C(c1ccc(F)cc1)N(Cc1ccc2c(c1)OCO2)C(=O)c1ccc(CN2CCOCC2)o1 (stereo not given),19,-1
CCCCC(=O)Nc1ncc([N+](=O)[O-])s1,8,-5
C=CCN1c2ccccc2[C@]23C[C@@H](C(=O)OC)N(C(=O)CC(C)C)C2=NC(C(=O)OC)=C(C(=O)OC)[C@H]13,10,-2
# Later entries
SMILES,H9c2 TAG inh,H9c2 TAG inh DAPI viability
CCCNC(=S)NC1CC2CCCC(C1)N2Cc1ccccc1OC (stereo not given),9,-1
CCOC(=O)C(C)Sc1nc2c(cnn2-c2ccc(C)cc2)c(=O)[nH]1 (stereo not given),-7,-7
COc1ccc(CC(=O)N2CCC(Nc3nc4ccccc4n3Cc3ccc(F)cc3)CC2)cc1,4,0
CCC(CC)C(=O)N1N=C(c2ccc(NS(C)(=O)=O)cc2)CC1c1ccc(C)cc1 (stereo not given),2,0
C/C(N)=C(/C#N)C(=O)CSc1nc2scc(-c3ccccc3)c2c(=O)n1C,-12,-7
CCCS(=O)(=O)N1CCN(C(=O)c2cccc(OC)c2)CC1,-3,-4
CN(c1ccccc1)S(=O)(=O)c1ccccc1Br,-3,-5
CN1CCN(S(=O)(=O)c2cccc(C(=O)Nc3sc4c(c3C(N)=O)CCCC4)c2)CC1,-23,-2
CC(C)(C)c1ccc(-n2ncc3c2CCCC3NC(=O)CN2CCCC2=O)cc1 (stereo not given),-15,0
O=C(NCc1cccnc1)C(=O)NCC1OCCN1S(=O)(=O)c1cc(F)ccc1F (stereo not given),4,-2
CN(C)c1ccnc2sc3c(=O)n(-c4ccccc4)cnc3c12,3,3
Cc1cc(C)c2c3c(sc2n1)C(=O)N(c1ccccc1)CC(=O)N3,12,-5
CCCCn1c(CCC(=O)O)nc2cc(S(=O)(=O)N3CCCC3)ccc21,-4,5
Clc1ccc(CN=C2Nc3ccccc3CS2)cc1,-13,-7
COc1ccc(CCNC(=O)[C@@H](NC(N)=O)C(C)C)cc1,8,-5
COc1ccc(N(CC(=O)Nc2cc(C)ccc2OC)S(=O)(=O)c2c(C)noc2C)cc1,26,-12
CC(OC(=O)Cc1n[nH]c(=O)c2ccccc12)C(=O)N(C)c1ccccc1 (stereo not given),6,-3
Cn1c(=S)c2[nH]c(SCc3cccnc3)nc2n(C)c1=O,5,4
Cn1c(N)c(C(=O)NCc2ccccc2)sc1=S,-14,-4
NC(c1csc(Nc2cc(Oc3ccccc3)ncn2)n1)c1ccccc1Cl (stereo not given),8,5
COc1ccc(CCNC(=O)C(=O)Nc2nccs2)cc1OC,-21,8
Cn1c(SCC(=O)NNC(=O)c2ccc(Br)cc2)nnc1-c1cccnc1,-5,-7
Cc1cc2c(c(SCC(=O)N(C)c3ccccc3)n1)C(=O)OC2,-8,-3
CCCCNC(=O)Cn1c(=O)oc2cc(S(=O)(=O)N3CC(C)CC(C)C3)ccc21 (stereo not given),-10,-4

# An excerpt; count on the stated rates, not on these rows.
